NR5A2 inv ag: inverse agonists of human LRH-1 (NR5A2) | HEK293T StAR-luciferase reporter, LRH-1 transfected, 24 h | O00482 | 360,000 compounds, 0.13% hits | AID 602396 | inhibition, % at 3.6 µM;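 active = inhibition above the mean inhibition of all tested compounds plus 3 SD, cut at about 73% in these data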;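 also: 0% = DMSO wells and 100% = reporter-only cells lacking LRH-1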
Vif imaging: HIV Vif inhibition; 340,000 compounds, 0.35% hits; HEK293T cells, Vif self-association by quenched fluorescence, imaging, 24 h; inhibition, % at 7.49 µM; in the data active = inhibition above about 50%, passing the limit was not always enough; inconclusive = no clear call, values can overlap the other calls; inactive = below about 31%; also: some results filed as inactive read as strong as hits
NCOA1 inh: human NCOA1 inhibition. Q15788. HEK293 GAL4-SRC1 luciferase reporter, luminescence. inhibition, % at 3.6 µM. 360,000 compounds, 0.12% hits;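 active = inhibition above the campaign mean plus 3 SD, with each screening campaign given its own cutoff, cut at about 60% in these data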;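 also: 0% = DMSO treated cells and 100% = gossypol at 36 µM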
Target sequence (Q15788 whole entry, looked up, the tested form may be a part): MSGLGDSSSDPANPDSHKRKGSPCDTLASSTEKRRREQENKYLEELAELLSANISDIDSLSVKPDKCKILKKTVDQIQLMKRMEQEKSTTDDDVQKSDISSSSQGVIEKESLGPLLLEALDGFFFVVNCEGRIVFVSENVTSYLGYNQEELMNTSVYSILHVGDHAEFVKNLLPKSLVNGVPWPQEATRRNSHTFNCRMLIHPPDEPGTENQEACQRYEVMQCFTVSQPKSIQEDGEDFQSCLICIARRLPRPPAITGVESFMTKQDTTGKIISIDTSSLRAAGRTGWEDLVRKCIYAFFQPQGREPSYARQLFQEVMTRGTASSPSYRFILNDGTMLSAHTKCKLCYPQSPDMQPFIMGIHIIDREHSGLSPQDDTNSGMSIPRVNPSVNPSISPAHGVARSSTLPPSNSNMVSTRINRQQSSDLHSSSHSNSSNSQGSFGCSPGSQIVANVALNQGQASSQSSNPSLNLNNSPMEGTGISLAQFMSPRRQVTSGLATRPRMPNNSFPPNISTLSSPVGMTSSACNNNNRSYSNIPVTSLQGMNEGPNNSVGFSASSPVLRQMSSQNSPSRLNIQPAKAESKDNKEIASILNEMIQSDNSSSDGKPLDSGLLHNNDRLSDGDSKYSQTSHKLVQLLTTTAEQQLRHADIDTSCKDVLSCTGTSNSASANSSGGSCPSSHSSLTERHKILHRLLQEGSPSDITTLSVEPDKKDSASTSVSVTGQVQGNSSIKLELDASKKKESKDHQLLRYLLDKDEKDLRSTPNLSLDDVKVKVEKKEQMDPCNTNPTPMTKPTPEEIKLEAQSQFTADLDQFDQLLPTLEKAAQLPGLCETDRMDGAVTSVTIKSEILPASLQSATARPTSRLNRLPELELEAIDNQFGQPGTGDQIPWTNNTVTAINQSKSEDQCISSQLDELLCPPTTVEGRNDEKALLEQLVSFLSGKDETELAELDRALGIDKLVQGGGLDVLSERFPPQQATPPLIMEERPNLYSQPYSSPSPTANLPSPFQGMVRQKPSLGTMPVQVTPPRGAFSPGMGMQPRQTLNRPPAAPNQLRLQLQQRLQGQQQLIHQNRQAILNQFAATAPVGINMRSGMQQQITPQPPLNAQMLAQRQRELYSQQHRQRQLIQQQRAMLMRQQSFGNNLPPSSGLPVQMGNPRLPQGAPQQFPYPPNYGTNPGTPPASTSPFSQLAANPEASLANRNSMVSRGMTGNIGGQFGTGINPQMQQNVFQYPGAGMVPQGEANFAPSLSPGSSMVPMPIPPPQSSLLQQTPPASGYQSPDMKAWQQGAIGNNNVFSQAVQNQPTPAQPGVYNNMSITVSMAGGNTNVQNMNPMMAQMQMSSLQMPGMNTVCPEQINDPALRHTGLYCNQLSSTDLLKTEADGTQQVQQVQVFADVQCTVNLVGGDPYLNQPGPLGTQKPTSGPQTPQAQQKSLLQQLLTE
TLR9-MyD88 block: TLR9-MyD88 interaction inhibition; inhibition, % at 4.98 µM; Q9NR96+Q99836; AID 504734; 340,000 compounds, 0.21% hits; CHO BLA complementation TLR9-MyD88, CCF4 FRET ratio;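 active = inhibition above the mean over all tested compounds plus 3 SD, cut at about 21% in these data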;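 also: 0% = DMSO only wells and 100% = clavulanate BLA inhibitor control wells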
EBV LMP1 NFkB: inhibitors of Epstein-Barr LMP1-induced NF-kappaB reporter | 350,000 compounds, 0.69% hits | LMP1-induced NF-kappaB luciferase reporter cells, luminescence | AID 504558 | inhibition, % at 12.5 µM; in the data active = inhibition above about 41%; inconclusive = no clear call, values can overlap the other calls;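 also: 0% = neutral control wells and 100% = reference inhibitor control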
NOD2 RIPK2 PPI: NOD2-RIPK2 protein interaction inhibition; O43353; CHO BLA complementation NOD2-RIPK2, CCF4 ratio; inhibition, % at 4.98 µM; 360,000 compounds, 0.38% hits; AID 624267; in the data active = inhibition above about 21%;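 also: 0% = vehicle only and 100% = reference blocker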
NCOA3 inh: human NCOA3 inhibition | 360,000 compounds, 0.17% hits | HEK293 GAL4-SRC3 luciferase reporter, luminescence | Q9Y6Q9 | inhibition, % at 3.6 µM;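 active = inhibition above a per-campaign cutoff, the mean of all compounds plus 3 SD, cut at about 60% in these data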;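 also: 0% = DMSO-treated cells and 100% = gossypol-treated cells at 36 µM; higher means less SRC3-driven luciferase light from the GAL4 reporter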
SRC2 inh: human SRC2 (NCOA2) inhibition. 370,000 compounds, 0.17% hits. AID 651957. inhibition, % at 9 µM. Q15596. HEK293 GAL4-SRC2 luciferase reporter, luminescence;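 active = inhibition above the mean inhibition of all tested compounds plus 3 SD, set per campaign, cut at about 52% in these data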;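 also: 0% = DMSO treated cells and 100% = cells given Gossypol at 36 µM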
TROY NFkB inh: blocks TROY-dependent signaling in reporter cells. Q293 LMP1-TROYcd NF-kB luciferase reporter, 4 h. inhibition, % at 10 µM. 360,000 compounds, 0.98% hits. AID 1347056;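 active = compounds whose plate-normalised and pattern-corrected inhibition of the luciferase reporter signal at the single screening dose is 50% or more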
NR2F2 inh: blocks human COUP-TFII nuclear receptor | P24468 | HEK293T NGFI-A luciferase reporter, luminescence | inhibition, % at 8.6 µM | 370,000 compounds, 0.7% hits;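 active = inhibition above a per-plate cutoff, mean inhibition of test wells between control levels plus 3 SD, cut at about 38% in these data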;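 also: cells cotransfected with COUP-TFII expression vector driving the NGFI-A reporter; 0% = median of COUP-TF2 test wells and 100% = reporter-only cells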
TRAIL sens C8: sensitizes caspase-8 expressing cells to TRAIL | NB7+C8 cells + TRAIL, ATPlite viability luminescence | inhibition (viability loss, TRAIL sensitization), % at 10 µM | 360,000 compounds, 1% hits | AID 624354;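 active = compounds causing at least 50% loss of cell viability in the single-dose screen, relative to plate controls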
Active calls of the source: *; ? = inconclusive; / = no result given.

SMILES	NR5A2 inv ag	Vif imaging	NCOA1 inh	TLR9-MyD88 block	EBV LMP1 NFkB	NOD2 RIPK2 PPI	NCOA3 inh	SRC2 inh	TROY NFkB inh	NR2F2 inh	TRAIL sens C8
O=C(NNC(=O)c1cc2cc(Br)ccc2oc1=O)c1ccc(O)cc1	-7	20	-6	0	-4	6	13	0	8	-14	3
COc1ccc(CNC(=O)C(=O)NCC2OCCN2S(=O)(=O)c2ccc(OC)c(OC)c2)cc1 (centres undefined)	20	/	2	-18	25	-8	11	10	14	9	0
O=C1CCN(CCc2ccccc2)CCN1[C@H](CO)c1ccccc1	1	-3	-18	2	3	4	-15	-1	14	-6	-8
COc1ccccc1CNC(=O)C1CC(c2ccccc2C(F)(F)F)=NO1 (centres undefined)	-1	-5	-9	-3	-1	-7	-21	-6	-31	9	14
CCOc1ccc(C(=O)c2cccs2)cc1	-30	12	-66	6	-26	-9	-12	-87	-61	-25	7
C=CCn1c(SC(C)C(=O)NCCC2=CCCCC2)nc2ccccc2c1=O (centres undefined)	8	-3	2	0	3	7	14	-2	7	-2	17
Cc1noc(C)c1C(=O)NC(C)C1CCCO1 (centres undefined)	0	7	8	3	0	5	0	-9	6	9	6
Cc1ccc(SC(C)C(=O)Nc2ccccc2-c2ccccc2)cc1 (centres undefined)	-3	1	0	-6	-3	43*	23	-6	2	9	7
CCOC(=O)c1c(C)nn(-c2ccc(NC(=O)CSCC(=O)O)cc2)c1C	1	40	5	0	-1	-4	25	12	-2	18	1
CCOc1cc(-c2nc3ccccn3c2NCC2CCCO2)ccc1O (centres undefined)	-12	18	3	-4	6	1	3	-31	-17	8	-8
COc1ccccc1C(=O)NC(=O)COC(=O)c1cccc(NC(C)=O)c1	14	0	5	-4	-3	5	0	-19	-18	-9	-2
COC(=O)NC1CCS(=O)(=O)C1 (centres undefined)	-1	5	-16	11	0	-13	-15	6	0	9	-8
Cn1c(COc2ccccc2)nnc1SCC(=O)NC1CCCC1	-11	?	4	-2	8	0	7	-18	-17	2	1
COc1ccc(CCNC(=O)COC(=O)c2ccc[nH]c2=O)cc1	-8	0	6	-2	-1	-2	-4	1	3	3	5
COc1ccc(-c2csc3nc(-c4ccccc4F)oc(=O)c23)cc1	-40	0	-15	0	3	1	8	-8	-8	7	-3
N#Cc1ccc(C(=O)N2CCC3CC2c2cc(N4CCCCC4)ccc23)cc1 (centres undefined)	-39	0	9	-5	-6	-3	-13	-32	7	-10	-2
S=C1NC2(CCCC2)Nc2ccccc21	11	1	-18	10	4	8	-6	10	2	5	-3
O=C(CSc1nc2ccccc2c(=O)n1-c1ccccc1)N1CCc2ccccc21	2	-1	-6	-7	-3	-1	17	-15	-56	-6	6
O=C(COC(=O)c1ccc(S(=O)(=O)N2CCCC2)cc1)Nc1cccnc1Cl	29	-2	-12	2	-6	3	8	-7	20	-4	-1
COc1ccc(CNC(=O)CSc2ncn[nH]2)cc1	-7	15	2	-2	2	5	9	0	-16	6	-10
CCNC(=S)NNC(=O)c1cc(-c2cccc(C)c2)nc2ccccc12	-52	/	-35	2	-3	4	-65	-20	-30	-29	61*
O=[N+]([O-])/C(=C\Nc1ccc(F)cc1F)S(=O)(=O)c1ccccc1	-1	3	-41	-3	2	-25	-23	1	18	-13	33
CCc1ccc(NC(=O)C(CC)Sc2nc3cc4c(cc3c(=O)n2Cc2ccco2)OCO4)cc1 (centres undefined)	-8	0	9	2	-1	2	-15	-32	-5	9	-5
O=C(COc1ccccc1Cl)Nc1ccc(CN2CCOCC2)cc1	11	/	-12	4	/	6	11	-12	-22	16	9
CC12CN3CC(C)(CN(C1)C3c1ccc3c(c1)OCO3)C2 (centres undefined)	-5	8	-9	6	3	-5	7	-20	-16	11	-1
SMILES	NR5A2 inv ag	Vif imaging	NCOA1 inh	TLR9-MyD88 block	EBV LMP1 NFkB	NOD2 RIPK2 PPI	NCOA3 inh	SRC2 inh	TROY NFkB inh	NR2F2 inh	TRAIL sens C8
CC1CCN(S(=O)(=O)c2ccc(S(=O)(=O)NCC3COCCO3)cc2)CC1 (centres undefined)	-7	2	-2	0	-1	-10	-6	5	12	2	-3
Cc1ccc(C(=O)Nc2cccc(C(=O)N3CCN(C)CC3)c2)cc1	-75	-4	-76	2	-18	-15	-45	-38	-60	-17	19
COc1ccccc1/C(C)=N/NC(=O)c1nnn(-c2nonc2N)c1C(C)C	11	-7	14	7	3	-1	-10	-1	-1	-14	7
CC(C)CNc1ncnc2c1ncn2[C@H]1CN(Cc2ccco2)C[C@@H](CO)O1	7	14	-5	/	/	2	-2	-2	-1	4	-8
CN1CCN(C(=O)/C(=C\c2cccs2)NC(=O)c2cccs2)CC1	17	-6	-30	-12	-9	1	0	-5	0	2	0
CC1Cc2cc(S(=O)(=O)NCCC(=O)N(C)Cc3ccccc3)ccc2N1C(=O)C1CC1 (centres undefined)	-20	-1	-4	-3	-3	-15	-2	0	-1	0	4
CCc1ccccc1N1C(=O)C2C3C=CC(CC3)C2C1=O (centres undefined)	1	1	13	5	-8	-3	19	-3	4	3	-2
CCN(CC)CCNC(=O)c1ccc(-n2c(C)cc3c2CCCC3=O)cc1	-7	-11	-36	13	-9	-1	0	-2	21	2	-4
CC1=NN(C(C#N)c2ccc(F)cc2)C(C)(C)C1 (centres undefined)	16	11	1	5	1	-3	7	-14	-3	-4	-6
CCCOc1ccc(N2C(=O)CC(N3CCN(c4nc5ccccc5s4)CC3)C2=O)cc1 (centres undefined)	-2	6	3	-2	-5	-2	-3	-9	6	11	16
COc1ccc(CNc2ccc(-c3ccccc3OC)nn2)cc1	7	?	-14	1	-3	-8	16	-30	-29	-10	6
O=C(N/N=C/c1cn(Cc2ccccc2)c2ccccc12)c1cccnc1	16	-22	-13	4	9	2	14	10	7	26	18
O=C(N/N=C/c1cc(Br)c(O)c(Br)c1)c1cccnc1	11	25	-2	-15	7	-8	-7	-15	17	-10	-7
C/C=C/c1ccc(OCC(=O)N(CCOC)c2c(N)n(CCCC)c(=O)[nH]c2=O)c(OC)c1	-8	4	6	-12	8	-8	-19	-34	1	-6	-8
COc1ccc(Nc2nc(Cl)nc(Nc3ccc(OC)cc3)n2)cc1	38	8	1	5	-5	1	15	-13	14	-7	-8
C1CC(=NN=C2CCSCC2)CCS1	4	-1	-11	-2	3	0	-6	-20	-8	-10	-27
Cc1cc(NC(=O)CSc2nnc(COc3cccc(C)c3C)n2C)no1	21	8	18	1	12	-6	2	-11	-1	-2	-11
CC1(C(=O)NS(=O)(=O)c2ccc(Cl)s2)CCN1C(=O)Cc1ccc(-c2ccccc2)cc1 (centres undefined)	-42	3	15	/	/	-1	-4	-7	3	-4	0
COc1ccccc1S(=O)(=O)CC(O)COc1ccccc1Cl (centres undefined)	-8	9	0	-5	-12	-1	7	20	-6	10	-7
COc1ccc2cc(C(c3nnnn3Cc3ccc(F)cc3)N3CCCCCC3)c(=O)[nH]c2c1 (centres undefined)	2	-11	7	0	1	-8	9	-20	4	-5	-17
CCc1nc2c(OCc3ccccc3C)cccn2c1N(C)C(=O)c1ccco1	2	-9	-18	/	/	-13	9	9	-9	6	-10
COc1ccc(CN(C)C(=O)c2[nH]c(C)c(C(C)=O)c2C)c(OC)c1OC	0	-6	-1	-6	-5	9	15	7	6	29	1
CCOc1ccc(NC(=O)C(C)O)c(NS(=O)(=O)c2ccc(CCNC(C)=O)cc2)c1 (centres undefined)	-1	-1	-37	0	3	3	-2	-6	-13	20	-2
O=C(O)CCCC(=O)OCCCCc1cccs1	-9	6	4	1	0	5	14	1	7	-4	-5
COc1ccc(C2CC(c3ccccc3O)=NN2C(=O)c2ccccc2)cc1OC (centres undefined)	-2	-5	18	-2	-6	-9	-4	-29	-13	0	-1
SMILES	NR5A2 inv ag	Vif imaging	NCOA1 inh	TLR9-MyD88 block	EBV LMP1 NFkB	NOD2 RIPK2 PPI	NCOA3 inh	SRC2 inh	TROY NFkB inh	NR2F2 inh	TRAIL sens C8
Cc1ccc(Cn2c(C)nc3ccc([N+](=O)[O-])cc3c2=O)cc1	11	-5	-23	6	5	-1	-1	-40	8	-10	-1
CCN(CCO)c1ccc(-n2c(N)c(C(=O)OC)c3nc4ccccc4nc32)cc1	18	/	11	1	-5	-5	-4	19	19	-12	-1
Cc1cccc(OCC(=O)OC(C)CN2CCCCC2)c1 (centres undefined)	3	-2	-3	5	0	0	12	-22	-17	12	-13
O=C(c1cc(-c2ccc(Br)cc2)n[nH]1)N1CCN(C(=O)c2ccccc2Br)CC1	14	-1	-26	4	/	10	-10	15	4	2	16
O=C1NCCN(CC2CCN(CC3CCCC3)CC2)C1=O	6	/	-3	-3	6	-11	-3	9	-1	-10	-7
C=CCOc1cccn2c(N(C)C(=O)c3ccncc3)c(CC)nc12	-8	18	4	/	/	0	11	24	5	9	-14
Cc1cccc(OCC(=O)N2CCC(N3CCOCC3)CC2)c1	3	22	-9	3	3	-10	3	-25	-10	-10	9
COCCCNCCOCCOc1ccc(C)cc1Br	-4	1	0	-7	-2	-4	5	16	-7	-4	-1
COc1ccc(S(=O)(=O)NC(C)C(=O)NCc2cccnc2)cc1C (centres undefined)	-3	-16	-12	0	4	-10	14	16	-9	-9	-3
Cc1ccccc1OCC(=O)N(Cc1cccc(F)c1)C1CCS(=O)(=O)C1 (centres undefined)	-16	3	16	-14	4	-11	1	9	-17	7	4

Screening data: PubChem BioAssay, several laboratories

This is a subset; the hit share may differ from the screen's.
